Assay outcomes (PubChem BioAssay)
FXIIa inh 1536: inhibitors of human coagulation factor XIIa; P00748; hit rate 0.3% among 220,000; inhibition, % at 5 µM; purified FXIIa, Boc-QGR-AMC fluorogenic substrate, 2 h; in the data active = inhibition above about 40%;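 note: 0% = enzyme with no compound and 100% = blank without enzyme; many of its hits are not listed in these tables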
Thrombin inh: blocks human thrombin protease activity. alpha-thrombin, Boc-VPR-AMC fluorogenic substrate cleavage. inhibition, % at 5 µM. hit rate 0.26% among 220,000. AID 1046;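 active = inhibition at or above 40%; inactive = inhibition below 40%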;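 note: 0% = enzyme with no compound and 100% = wells without enzyme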
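System: human alpha-thrombin protein; Compound dosing: one concentration per compound, 5 µM, with 0.2% DMSO; Timing: reaction at room temperature; Technique: AMC fluorescence, 355/460 nm; Controls: enzyme without compound as high, wells lacking enzyme as low.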
Cl transport mod: modulates chloride dependent transport by human KCC2 | Q9H2X9 | KCC2 cells, thallium flux FluoZin-2 fluorescence | B-score of Tl+ flux slope (higher = more flux/activation; lower = inhibition) at 10 µM | hit rate 2.2% among 190,000;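 active = thallium flux slope and its plate-corrected score both differing from the plate sample mean at a set confidence after two filtering rounds, in either direction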;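 note: slope of fluorescence scaled to starting intensity during 10 to 20 s after thallium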
hK5 inh: kallikrein 5 (human) inhibition. Q9Y337. recombinant hK5, fluorogenic AMC substrate cleavage. inhibition, % at 5 µM. hit rate 0.59% among 210,000. AID 873;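 active = inhibition of 40% or more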;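 note: 0% = enzyme controls without compound and 100% = no-enzyme blanks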
Target sequence (Q9Y337 67-293 limits assumed): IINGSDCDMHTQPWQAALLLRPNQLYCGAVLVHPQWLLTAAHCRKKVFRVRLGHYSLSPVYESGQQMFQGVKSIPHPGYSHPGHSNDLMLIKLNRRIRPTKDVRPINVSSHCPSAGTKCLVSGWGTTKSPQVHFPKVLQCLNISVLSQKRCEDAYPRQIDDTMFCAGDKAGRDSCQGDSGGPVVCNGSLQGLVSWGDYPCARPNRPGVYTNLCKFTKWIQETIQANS
m-calpain inh: inhibitors of pig calpain II | purified calpain II, fluorogenic peptide substrate, 30 min | inhibition, % at 16 µM | hit rate 0.37% among 220,000 | AID 1236;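 active = inhibition above about 50%, limit read from the data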
Rad51 HR inh: blocks human Rad51 in homologous recombination; hRad51 DNA strand exchange, fluorescence dequenching; inhibition, % at 10 µM; hit rate 0.085% among 200,000; AID 1385;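 active = inhibition above 40% at the single screening dose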;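 note: 0% = DMSO control wells and 100% = blanks with heterologous ssDNA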
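Material: human Rad51–ssDNA filaments; Probe or stimulus: labelled 47-mer dsDNA for strand exchange; Doses: single 10 µM dose; Incubation: 37 °C 15-min filament assembly, 30-min compound preincubation, 15-min exchange; Technique: FRET fluorescence dequenching, excitation 485 nm, emission 520 nm; Measure: Fluorescence-based percent inhibition, control- and blank-normalised; Benchmarks: plate control and blank wells.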
FXIa inh: blocks human coagulation factor XIa protease activity; inhibition, % at 5 µM; AID 798; purified FXIa, Boc-Glu-Ala-Arg-AMC fluorogenic substrate; hit rate 0.14% among 220,000; P03951;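 active = inhibition of at least 40%; inactive = inhibition below 40%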;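 note: fluorescence of freed AMC excited at 355 nm; 0% = enzyme without compound and 100% = no enzyme blank; many of its hits are not listed in these tables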
Target sequence (P03951 19-387 limits assumed): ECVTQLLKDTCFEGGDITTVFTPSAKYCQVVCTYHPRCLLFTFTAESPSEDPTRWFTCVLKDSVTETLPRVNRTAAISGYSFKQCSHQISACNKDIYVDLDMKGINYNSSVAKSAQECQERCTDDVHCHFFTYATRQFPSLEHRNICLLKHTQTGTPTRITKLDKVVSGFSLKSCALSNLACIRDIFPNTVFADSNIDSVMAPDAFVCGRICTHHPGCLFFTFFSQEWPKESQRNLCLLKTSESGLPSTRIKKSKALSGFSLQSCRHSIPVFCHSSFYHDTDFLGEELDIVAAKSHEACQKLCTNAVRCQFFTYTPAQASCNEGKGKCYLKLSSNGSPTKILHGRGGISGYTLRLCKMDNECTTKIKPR
Target sequence (P03951 388-625 limits assumed): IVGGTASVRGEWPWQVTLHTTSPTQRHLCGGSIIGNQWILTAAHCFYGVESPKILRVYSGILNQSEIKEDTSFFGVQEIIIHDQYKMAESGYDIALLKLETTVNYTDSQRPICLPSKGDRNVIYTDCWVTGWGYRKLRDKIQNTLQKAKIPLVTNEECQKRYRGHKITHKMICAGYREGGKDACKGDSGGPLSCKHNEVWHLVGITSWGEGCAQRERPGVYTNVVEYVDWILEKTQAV
PERK inhibitor: blocks human PERK kinase; inhibition, % at 5.6 µM; Q9NZJ5; CHO PERK-DD fusion, SEAP luminescence translation reporter; hit rate 0.17% among 220,000;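 active = inhibition above the mean inhibition of all tested compounds plus 3 SD, set separately per screening campaign, cut at about 2.9% in these data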;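 note: PERK kinase domain activated by AP20187 dimerizer at 100 nM; 0% = DMSO with dimerizer and 100% = rapamycin at 8.4 µM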
Furin inhibitor: human furin inhibition; AID 463115; inhibition, % at 30 µM; hit rate 0.061% among 220,000; P09958; purified furin, fluorogenic substrate cleavage; in the data active = inhibition above about 25%; note: inactives centre near -15
An asterisk follows results filed as active; i = inactive; / = no result given; [ ] = dose if it differs, or a comment. Not all compounds are listed; count on the stated rates, not on these rows.

SMILES | FXIIa inh 1536 | Thrombin inh | Cl transport mod | hK5 inh | m-calpain inh | Rad51 HR inh | FXIa inh | PERK inhibitor | Furin inhibitor
O=C(COc1ccccc1)N1CCN(c2ncccn2)CC1 | 7 | 4 | 0.33 | -8 | -39 | -2 | -3 | -0.4 | -24
CC(C)[C@H](NC(=O)c1ccccc1)C(=O)OCC(=O)NCCC1=CCCCC1 | 14 | 0 | -1.7 | -15 | 12 | -3 | 8 | -0.4 | -7
CC1(C)CC(CC(=O)Nc2ccc([N+](=O)[O-])cc2)C(=O)O1 (centres undefined) | -3 | 3 | 1.3 | -12 | 13 | 3 | 3 | 0.0 | 5
CCn1cc(C(=O)O)c(=O)c2cnc(N3CCN(C(=S)Nc4ccccc4Cl)CC3)nc21 | 7 | -5 | -1.5 | 2 | 19 | / | 6 | 0.6 | -12
COc1ccc(C(=O)Nc2ccc(Oc3nc(C)nc4sc(-c5ccccc5)cc34)cc2)cc1OC | 6 | -10 | -0.13 | -5 | -118 | 5 | 3 | 1.0 | -11
Cc1ccc(C(=O)c2c(C)oc3c2C(=O)C(=O)c2ccccc2-3)cc1 | 21 | 4 | -0.72 | 14 | 26 | 9 | 7 | -0.3 | 6[20 µM]
CCN(CC)c1ccc(NC(=O)c2ccccc2Br)cc1S(=O)(=O)Nc1ccccc1OC | 5 | -7 | 0.12 | -11 | 27 | 0 | 5 | -1.0 | -16
COc1ccc(C(=O)Nc2ccccc2C(=O)N/N=C/c2ccccc2OC)cc1 | 3 | -3 | 0.019 | -7 | -26 | -10 | 3 | -0.4 | -15[20 µM]
O=C(N/N=C\c1ccc(-c2ccc(Cl)c(Cl)c2)o1)C(=O)N1CCCC1 | 7 | 0 | -2.7 | -19 | i | -1 | 3 | 1.2 | -24[20 µM]
C/C(=N\Nc1cccc([N+](=O)[O-])c1)c1cc2ccccc2o1 | 6 | -13 | -0.27 | 0 | -16 | 15 | 0 | 0.6 | -19
CCCCC(=O)OCC(=O)Nc1ccc(OC(F)F)cc1 | 13 | 0 | 0.68 | 0 | 22 | 3 | 5 | 0.3 | -22
FC(F)(F)c1cc(-c2ccco2)nc(-n2cnc3ccccc32)n1 | 21 | 7 | 0.84 | -9 | -106 | 2 | 4 | 1.6 | -13
COCc1cc(Sc2ccc(Cl)cc2Cl)nc(-c2ccccc2)n1 | 17 | 4 | 0.21 | 5 | -9 | 6 | 7 | 1.1 | -14
Cn1c(SCc2cc(=O)[nH]c3ccccc23)nnc1-c1ccco1 | -10 | -13 | 0.5 | 0 | 0 | 10 | -7 | 1.7 | -8[20 µM]
C=CCN(CC=C)C(=S)NC(=O)/C=C/c1ccc(C)cc1 | 3 | -10 | 15* | -18 | 19 | 1 | -1 | 0.2 | -12
CCn1c(=O)c(C(=O)CN2CCN(S(=O)(=O)c3cc(C)ccc3C)CC2)c(N)n(Cc2ccccc2)c1=O | 10 | -6 | 0.17 | -9 | -29 | 12 | 11 | 0.6 | -5
O=C(NC1CCN(Cc2ccccc2)CC1)C1CCN(S(=O)(=O)c2cccc3cccnc23)CC1 | / | / | -0.022 | / | / | -2 | / | -0.1 | -22
CCSC1=C(C#N)C(c2cccc(O)c2)CC(=O)N1 (centres undefined) | 24 | -3 | / | -32 | 2 | -4 | 19 | 0.1 | -15
OC1CCCN(Cc2cn(Cc3ccccc3)nc2-c2cc3ccccc3o2)C1 (centres undefined) | 2 | -16 | -0.6 | -8 | 1 | -4 | -6 | -0.5 | -21
NNC(=O)c1oc2nc(-c3ccccc3)cc(-c3ccco3)c2c1N | 0 | -5 | 0.09 | -1 | -31 | -4 | -1 | 0.6 | -4
O=C1CC(Nc2ccc3ccccc3c2)C(=O)N1Cc1ccccc1 (centres undefined) | 15 | 1 | 0.98 | 7 | 11 | -8 | 6 | -1.2 | -26[20 µM]
CC(Sc1nnc2c(n1)C1CCC2(C)C1(C)C)C(=O)Nc1ccccc1 (centres undefined) | 9 | -2 | -0.15 | -5 | 10 | -1 | 7 | -0.2 | -10
O=C(C1CC(c2ccc(F)cc2)=NO1)N1CCc2ccccc2C1 (centres undefined) | 2 | -8 | -0.77 | -8 | -28 | -3 | -4 | 0.1 | -13
O=C(CSc1nc2c(sc3ccccc32)c(=O)n1CCCN1CCOCC1)NCC1CCCO1 (centres undefined) | 8 | -3 | 0.18 | / | -33 | / | 3 | 0.4 | -26
Fc1ccccc1Cn1cnc(NC(=S)NCCc2ccccc2)n1 | 8 | 1 | 0.44 | 0 | -3 | / | 0 | 0.0 | -25
COc1cc(/C=N/NC(=O)Cc2c[nH]c3ccccc23)cc(OC)c1OC | 9 | 3 | 0.3 | -6 | 14 | 26 | -3 | 1.8 | -14
CCCCSc1ccc(NC(=O)c2cccnc2)cc1 | 21 | 7 | -0.3 | 5 | -17 | 3 | 7 | -0.5 | -10[20 µM]
COc1ccc(C(NC(=O)CC(C)C)NC(=O)CC(C)C)cc1OC | 13 | 0 | 1.9 | -22 | -7 | 5 | 1 | -0.3 | -19[20 µM]
C=CCn1c(-c2ccc(OC)cc2)csc1=Nc1c(C)n(C)n(-c2ccccc2)c1=O | 6 | -6 | 0.33 | -13 | 11 | 12 | 1 | -2.2 | -18[20 µM]
O=C(c1ccco1)N1CCN(C(c2ccccc2)c2nnnn2C2CCCC2)CC1 (centres undefined) | 19 | 3 | 0.011 | -3 | -12 | 11 | 14 | -0.4 | -12[20 µM]
COc1cccc(C(=O)NCC(c2cccnc2)N2CCN(c3ccccc3OC)CC2)c1 (centres undefined) | 9 | 12 | 0.23 | 11 | 8 | / | 4 | -0.4 | -30
Cc1ccc(Nc2nc(N)c([N+](=O)[O-])c(N3CCOCC3)n2)cc1C | 5 | 1 | -0.88 | 17 | 21 | -1 | 6 | 0.4 | -10
Cc1ccc(-c2nnn(CC(=O)N(CC(=O)NC3CCCCC3)c3cnc4ccccc4c3)n2)o1 | / | / | 0.35 | / | / | -5 | / | -1.3 | -14[20 µM]
COc1ccc(NC(=S)NN2C(C)CCCC2C)cc1 (centres undefined) | 1 | -6 | 0.23 | -6 | 13 | 20 | -10 | 0.0 | -14
O=S(=O)(c1ccc(NCCc2c[nH]c3ccccc23)nc1)N1CCOCC1 | 18 | -1 | -1.2 | -20 | -8 | 11 | 5 | -0.4 | -25
CCOC(=O)c1c(C=O)c(C)n(Cc2ccccc2Cl)c1C | 10 | -3 | -0.99 | -10 | -27 | 2 | 6 | -1.3 | 0[20 µM]
CC1(C)Cc2nc3sc4c(SCC(=O)NC(c5ccccc5)c5ccccc5)ncnc4c3cc2CO1 | 3 | -5 | / | 0 | -2 | -1 | 2 | 0.3 | -5
COc1ccc(C2C3=C(CC(C)(C)CC3=O)Nc3c2c(=O)n(C)c(=O)n3C)cc1OC (centres undefined) | 19 | / | 0.32 | 25 | 8 | 3 | 7 | -0.1 | 4
CC12CCC(=O)N1C(C(=O)O)Cc1c2[nH]c2ccccc12 (centres undefined) | 14 | -9 | 0.14 | -15 | -12 | / | -1 | 0.7 | -34
COc1ccc(N=Cc2c(O)[nH]c3ccccc23)cc1 | 21 | 3 | -1.3 | 6 | 8 | -9 | 8 | -0.6 | 1[20 µM]

At a glance, some entries already given.
SMILES | FXIIa inh 1536 | Thrombin inh | Cl transport mod | hK5 inh | m-calpain inh | Rad51 HR inh | FXIa inh | PERK inhibitor | Furin inhibitor
O=C1CC(Nc2ccc3ccccc3c2)C(=O)N1Cc1ccccc1 (centres undefined) | 15 | 1 | 0.98 | 7 | 11 | -8 | 6 | -1.2 | -26[20 µM]
CC(Sc1nnc2c(n1)C1CCC2(C)C1(C)C)C(=O)Nc1ccccc1 (centres undefined) | 9 | -2 | -0.15 | -5 | 10 | -1 | 7 | -0.2 | -10

(list continues)
SMILES | FXIIa inh 1536 | Thrombin inh | Cl transport mod | hK5 inh | m-calpain inh | Rad51 HR inh | FXIa inh | PERK inhibitor | Furin inhibitor
Cc1cccc(C(=O)NCCNC(=O)c2cccc(C)c2)c1 | -1 | -9 | -0.79 | -12 | 19 | 4 | -4 | -0.4 | -12
CCOc1ccc(OCC)c(NC(=O)CN2CCN(c3cc(C)ccc3C)CC2)c1 | 0 | 2 | / | -21 | 9 | -7 | 6 | 0.1 | -6
CSc1nsc(SC)c1C(=O)Nc1ccc(Cl)cc1 | 3 | 0 | 0.8 | -4 | -19 | 3 | -2 | 0.4 | -3
Cc1cc(C)cc(-n2c3nc4ccccc4nc3c3c(=O)n(Cc4ccco4)cnc32)c1 | 21 | 6 | 0.46 | -26 | -215 | -5 | 10 | -0.1 | -19[20 µM]
CCCCOc1ccc(N(CC(=O)NC2CCCC2)C(=O)CCC(=O)Nc2ccccn2)cc1 | 8 | 0 | 0.69 | 2 | -8 | -3 | 3 | 0.9 | -15[20 µM]
CCN=C(Nc1ccc(Cl)cc1)c1cccnc1 | 18 | 2 | 1 | 18 | -9 | 0 | 1 | 0.7 | -16[20 µM]
COC(=O)c1[nH]c2c(c1C)C(=O)CC(c1ccccc1)C2 (centres undefined) | -2 | -7 | 0.27 | -9 | -17 | -2 | -5 | -0.3 | -22[20 µM]
O=C(CN1C(=O)CSC1=O)NCc1ccccc1 | 19 | 3 | -0.35 | 7 | -3 | -4 | 6 | -0.3 | -22
Fc1ccc(CSc2nnc(-c3cnccn3)n2Cc2ccco2)cc1 | 9 | -12 | -0.43 | -25 | -36 | -5 | 1 | -0.7 | -9
NC(=O)C1CCN(Cc2nc(-c3cccs3)no2)CC1 | 6 | 2 | 1.4 | -6 | -5 | -14 | -5 | 0.7 | -17
O=C(CSc1ccsc1[N+](=O)[O-])NCCc1ccccc1 | -11 | -7 | 0.08 | -15 | 18 | -5 | -1 | 0.7 | -11[20 µM]
CCOc1ccccc1NC(=S)NCCc1ccc(F)cc1 | 11 | 1 | -1.7 | -6 | -15 | -5 | -5 | -0.2 | -18
CN(C)S(=O)(=O)c1cccc(NC(=O)CSc2nncn2-c2ccccc2)c1 | 12 | -4 | 0.54 | 1 | -14 | -5 | -1 | 1.4 | -15
CCN(CC)c1ccc(C(=O)n2cnc3ccccc32)cc1 | 23 | 5 | -1.4 | -5 | 5 | -2 | 9 | 0.0 | -15

Shown as a hit in Cl transport mod, among the entries above:
canonical_smiles,FXIIa inh 1536,Thrombin inh,Cl transport mod,hK5 inh,m-calpain inh,FXIa inh,PERK inhibitor,Furin inhibitor
C=CCN(CC=C)C(=S)NC(=O)/C=C/c1ccc(C)cc1,3,-10,15*,-18,19,-1,0.2,-12

Single entries from the list.
Thrombin inh with `Fc1ccccc1Cn1cnc(NC(=S)NCCc2ccccc2)n1` stands at 1
Thrombin inh with `COCc1cc(Sc2ccc(Cl)cc2Cl)nc(-c2ccccc2)n1` stands at 4
Furin inhibitor with `OC1CCCN(Cc2cn(Cc3ccccc3)nc2-c2cc3ccccc3o2)C1` (centres undefined) stands at -21
